Source: PubChem BioAssay
PNC inhibitor: High Content Assay for Compounds that inhibit the Assembly of the Perinucleolar Compartment; PC3M PTB-GFP, PNC prevalence imaging, 16 h; active compounds read low; activity change (PNC), negative = inhibition, % at 10 µM; 3.1% of 140,000 active; AID 2417, 2010;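 active = readout at or below -70, meaning at least 70% loss of cells showing the perinucleolar compartment, a nuclear body marking cancer cells; inconclusive = readout between -30 and a set limit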;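 note: plate controls were DMSO wells for no effect and camptothecin positive control wells for full effect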
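PC3M cells stably expressing PTB-GFP, 750–1000 cells/well, treated 16 h at 37 °C with compound (23 nl of library stock), in duplicate. After paraformaldehyde fixation and Hoechst stain, imaged at 20x; PNC prevalence scored by image analysis.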
15-hLO-2 inh: qHTS Assay for Inhibitors of 15-hLO-2 (15-human lipoxygenase 2); Potency, µM (series often up to 57.1 µM), without a hit: at the top dose activity change, negative = inhibition, actives largely listed as inhibitors; 0.56% of 110,000 active; purified 15hLO-2, xylenol orange hydroperoxide absorbance; Polyunsaturated fatty acid lipoxygenase ALOX15B (Homo sapiens), O15296; note: potency is the fitted concentration of half-maximal effect; nearly all actives have a fitted effect of over 60% in size; many of its hits are not listed in these tables
Target sequence (O15296 whole entry, looked up): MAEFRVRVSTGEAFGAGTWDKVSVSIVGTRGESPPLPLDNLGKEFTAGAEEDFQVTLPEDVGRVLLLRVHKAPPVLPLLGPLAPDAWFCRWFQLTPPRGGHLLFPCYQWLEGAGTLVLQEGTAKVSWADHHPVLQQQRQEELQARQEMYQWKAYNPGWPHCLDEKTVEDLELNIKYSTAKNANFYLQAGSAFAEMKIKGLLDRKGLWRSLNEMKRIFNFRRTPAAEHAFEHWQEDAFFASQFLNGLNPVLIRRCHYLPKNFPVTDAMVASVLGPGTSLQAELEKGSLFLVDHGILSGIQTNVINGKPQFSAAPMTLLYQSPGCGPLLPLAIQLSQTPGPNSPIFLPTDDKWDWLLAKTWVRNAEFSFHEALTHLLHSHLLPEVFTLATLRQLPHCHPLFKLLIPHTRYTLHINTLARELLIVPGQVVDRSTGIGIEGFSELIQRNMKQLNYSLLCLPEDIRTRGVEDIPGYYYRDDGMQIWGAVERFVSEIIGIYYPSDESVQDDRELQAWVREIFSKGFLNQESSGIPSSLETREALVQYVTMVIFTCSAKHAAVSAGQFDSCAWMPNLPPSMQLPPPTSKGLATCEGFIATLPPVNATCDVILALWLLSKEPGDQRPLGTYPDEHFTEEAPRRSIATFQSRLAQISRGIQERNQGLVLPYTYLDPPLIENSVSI
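Screening format was qHTS against 50 nM purified 15hLO-2 in Hepes pH 7.5 with detergent. Activity follows hydroperoxide formation from 45 uM arachidonic acid, measured as 573:405 nm absorbance ratio of the ferric-xylenol orange complex.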
12-hLO inh: qHTS Assay for Inhibitors of 12-hLO (12-human lipoxygenase); 0.12% of 150,000 active; Potency, µM (doses to about 57.1 µM), inactives show at the highest dose activity change, negative = inhibition, usual class: inhibitors; Polyunsaturated fatty acid lipoxygenase ALOX12 (Homo sapiens), P18054; purified 12-hLO, xylenol orange hydroperoxide absorbance; note: potency is the fitted concentration of half-maximal effect; nearly all actives have a fitted effect of over 55% in size; many of its hits are not listed in these tables
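150 nM 12hLO, 25 mM Hepes pH 7.0 + 0.01% Triton X-100; cpd preinc 15 min RT; 40 uM arachidonic acid, 30 min RT; Fe-XO 30 min; A573/A405 ratio as read-out.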
IMPase cell inh: qHTS Assay for Identifying the Cell-Membrane Permeable IMPase Inhibitors | Inositol monophosphatase 1 (Rattus norvegicus), P97697 | CHO-M1 cells, IP1 accumulation, HTRF TR-FRET ratio | inhibition (IP1 accumulation), % at 46.1 µM | 120,000 tested, under 10 active; active = well fitted curve in the direction sought with a large enough effect in the signal ratio, not every such curve was filed as active; inconclusive = small, poorly fitted or top-dose-only effect, or a change in a side signal; inactive = no such curve, though single readings can be large or run the other way; the % refers to the signal ratio;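 note: cells stimulated with carbachol in lithium chloride buffer; plate controls were DMSO basal wells for no effect and reference inhibitor wells for full effect; higher means more IMPase inhibition seen as more IP1 and lower FRET ratio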
Target sequence (P97697 whole entry, looked up): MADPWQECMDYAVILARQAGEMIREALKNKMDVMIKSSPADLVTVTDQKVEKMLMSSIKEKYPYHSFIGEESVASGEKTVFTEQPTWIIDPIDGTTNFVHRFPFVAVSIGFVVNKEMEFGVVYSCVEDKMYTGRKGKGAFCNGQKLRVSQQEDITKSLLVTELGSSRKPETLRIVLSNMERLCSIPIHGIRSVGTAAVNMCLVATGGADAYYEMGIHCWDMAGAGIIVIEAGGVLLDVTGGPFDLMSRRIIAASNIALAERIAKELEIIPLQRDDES
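Seeded CHO-M1 cells were dosed with compound at up to 46 uM, stimulated with carbachol for 30 min, then lysed in IP-One detection reagents. Higher IP1 lowers the TR-FRET signal.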
The depositor's hits bear a star; u = inconclusive; x = not tested or not shown; & = joins results of further samples; [ ] = dose if it differs, or a comment. Unless noted, calls come from the whole dose curve; as a rule, active = well fitted curve in the direction sought with a large enough effect; inconclusive = small, poorly fitted or top-dose-only effect, or another doubt; inactive = no such curve, though single readings can be large; an effect the other way counts as inactive or inconclusive. Unless noted, % is set by controls: 0 for no effect and ±100 for the full control effect.

SMILES	PNC inhibitor	15-hLO-2 inh	12-hLO inh	IMPase cell inh
O=C(Cn1c(=O)oc2cc(S(=O)(=O)N3CCCC3)ccc21)N1CCN(c2ccccn2)CC1	12	3%	-4%	-4
CSc1c(CC(=O)Nc2ccc(F)cc2)n(Cc2ccccc2)c2ccccc12	21	x	-5%	-3
Cc1ccccc1OCc1nc(-c2ccc(Br)o2)no1	1	-1%	3%	1
Cc1ccc(S(=O)(=O)N2CCN(C(=O)c3nn(C(C)C)c(=O)c4ccccc34)CC2)cc1C	u	0%	1%	-6
Cc1ccc(-n2nnnc2SCC(=O)NC(=O)Nc2ccc3c(c2)OCCO3)cc1	7	-5%	-16%	-13
Cn1ccnc1Sc1ccc(/C=N/NC(=O)c2ccccc2O)cc1[N+](=O)[O-]	u	x	-1%	x
COCCn1c(SCC(=O)Nc2ccc(S(=O)(=O)N3CCOCC3)cc2)nc2ccccc21	-4	5%	-5%	3
O=C(C1CCCO1)N1CCN(c2ncccn2)CC1 (stereo unspecified)	-2	12%	0%	-6
Cc1cccc(NC(=S)N=Nc2c(O)[nH]c3ccccc23)c1	u	x	-16%	x
Cc1ccc2c(CN3CCN(Cc4ccc5c(c4)OCO5)CC3)cc(=O)oc2c1C	u	38%[activator]	-4%	-3
CCc1nnc(NC(=O)CSc2nc(-c3ccccc3)c(-c3ccccc3)o2)s1	-20	x	-3%	0
O=C(Nc1cccc2c1CCCC2)c1ccc(Cl)c([N+](=O)[O-])c1	-22	x	1%	0
CCOC(=O)CSc1nnc(CNC(=O)c2cccs2)n1-c1ccccc1	16	3%	0%	1
O=C(Nc1nccs1)C1CC2CCC1C2 (stereo unspecified)	6	10%	-5%	4
Cc1cc(C)c2oc(=O)cc(CN3CCN(Cc4ccc5c(c4)OCO5)CC3)c2c1	14	20%	-13%	2
CCCn1c(SCC(=O)c2cc(OC)ccc2OC)nnc1-c1ccco1	u	3%	-7%	5
Cn1nnnc1SCC(=O)N1c2ccccc2CCc2ccccc21	u	-4%	-6%	-8
CN1CCN(S(=O)(=O)c2ccc(NC(=S)NC(=O)C3CC3)cc2)CC1	-28	x	3%	x
CC(=O)N1CCC(N2CCN(c3ccccc3F)CC2)CC1	3	4%	-2%	4
CCOC(=O)N1CCC(NC(=O)C2CCCN(C(=O)c3cc4sccc4n3C)C2)CC1 (stereo unspecified)	1	-4%	-3%	-10
Cc1sc(NC(=O)c2ccc(F)cc2)c(CN2CCCCCC2)c1C	u	x	-7%	x
CC(C)CN1C(=O)/C(=C/c2cccs2)NC1=S	10	x	-21%	u
CN1/C(=C\C(=O)Nc2cccnc2)c2ccccc2CC1(C)C	-12	x	4%	1
OC1CCN(Cc2cccc(Oc3ccccc3)c2)CC1	2	11%	1%	7
Nc1n[nH]c(-c2ccccc2)n1	u	2%	3%	-23
CCOc1ccccc1N1CSC2=C(C#N)C(c3c(OC)ccc4ccccc34)CC(=O)N2C1 (stereo unspecified)	-106*	10µM*	u	3
CCCNS(=O)(=O)c1ccc(OCC(=O)N2CCC(C(=O)OCC)CC2)cc1	u	-1%	-9%	9
CC/C(=N\NC(=O)c1ccc(CN(C)S(=O)(=O)c2ccc(C)cc2)cc1)c1ccc(OC(F)F)cc1	54	x	-1%	x
COCCn1c(SCc2ccccc2Cl)nc2c1c(=O)[nH]c(=O)n2C	-9	2%	-5%	11
COc1cccc(Oc2ccc(N/C=C/C(=O)C(C)(C)C)cc2)c1	31	x	2%	x

The final six entries of the section above open the next one.
SMILES	PNC inhibitor	15-hLO-2 inh	12-hLO inh	IMPase cell inh
Nc1n[nH]c(-c2ccccc2)n1	u	2%	3%	-23
CCOc1ccccc1N1CSC2=C(C#N)C(c3c(OC)ccc4ccccc34)CC(=O)N2C1 (stereo unspecified)	-106*	10µM*	u	3
CCCNS(=O)(=O)c1ccc(OCC(=O)N2CCC(C(=O)OCC)CC2)cc1	u	-1%	-9%	9
CC/C(=N\NC(=O)c1ccc(CN(C)S(=O)(=O)c2ccc(C)cc2)cc1)c1ccc(OC(F)F)cc1	54	x	-1%	x
COCCn1c(SCc2ccccc2Cl)nc2c1c(=O)[nH]c(=O)n2C	-9	2%	-5%	11
COc1cccc(Oc2ccc(N/C=C/C(=O)C(C)(C)C)cc2)c1	31	x	2%	x
COc1ccc(/C=C/C(=O)Nc2c(C)nn(C)c2C)cc1COc1ccc(Br)cc1	30	x	0%	13
COc1ccc(CNS(=O)(=O)c2cccc(S(=O)(=O)N3CCOCC3)c2)cc1	-24	0%	4%	1
CCCCOc1ccc(C2CC(=O)N(C)C2=O)cc1 (stereo unspecified)	-9	x	-9%	-4
CCOc1ccccc1Nc1nc2ccccc2n2cnnc12	27	x	1%	x
Cn1c(=O)[nH]c(=O)c2c1nc(Sc1nc3ccccc3s1)n2Cc1ccccc1	-29	-16%	-11%	5
O=C(Nc1c(C(=O)C2CC2)oc2ccccc12)c1ccc(Cl)cc1	-18	x	0%	u
COc1cc2c(cc1OC)C(c1ccccc1F)OC(=O)C2 (stereo unspecified)	2	x	4%	4
COc1ccc(NC(=O)N2CCN(c3cccc(C(F)(F)F)c3)CC2)cc1	u	2%	-2%	2
Cc1ccc(S(=O)(=O)Cc2ccc(C(=O)NCc3cccs3)o2)cc1	7	6%	-6%	12
Cn1c(O)c(N=NC(=O)c2cc(-c3cccs3)nc3ccccc23)c2ccccc21	-24	x	1%	x
Cc1ccc(C2CC(=O)Nc3c2ccc2ccccc32)cc1[N+](=O)[O-] (stereo unspecified)	-28	x	-5%	x
O=C1CC(N2CCC(c3nc4ccccc4o3)CC2)C(=O)N1Cc1cccs1 (stereo unspecified)	-3	-12%	-1%	-4
COc1ccccc1NC(=O)Cn1cnc2sc(C(=O)NCc3ccco3)c(C)c2c1=O	17	3%	-1%	-1
O=C(CCC1CCCC1)Nc1ccc([N+](=O)[O-])cn1	-16	x	-2%	x
Cc1ccc(S(=O)(=O)c2ccc(Cl)cc2)cc1S(=O)(=O)NC(C)C(=O)O (stereo unspecified)	-90*	x	-4%	x
CNC(=O)[C@@H]1C[C@H]1[C@@H](NC(=O)OCc1ccccc1)c1ccccc1	u	-4%	-1%&0%	x
O=C1c2ccccc2C(=O)N1CCSC(=S)N1CCOCC1	-18	-8%	4%	-3
CCOC(=O)C(Sc1cc(C)nc(N)n1)C(C)=O (stereo unspecified)	29	-4%	-5%	-4
CCN1C2=C(C(=O)CCC2)C(c2ccc(O)cc2)C2=C1CCCC2=O	u	-15%	-7%	-1
c1ccc(C(c2ccccc2)N2CCN(Cc3nnnn3C3CCCCC3)CC2)cc1	u	x	-6%	15
COc1cc2cc(C(c3nnnn3C3CCCC3)N(C)C3CCCCC3)c(=O)[nH]c2cc1OC (stereo unspecified)	19	x	-3%	3
COc1ccc(NC(=O)c2ccc3nccnc3c2)cc1	7	x	-5%	9
COc1ccc(Cl)c(N2CCN(CCCNC(=O)Nc3ccc(C)cc3)CC2)c1	u	9%	-15%	11
CCCCCNc1c(C(=O)OCC)c(=O)[nH]c2ccccc12	39	6%	5%	10
CCN(CC)CCCNC(=O)C1CCN(C(=O)c2cc3sccc3n2Cc2ccc(F)cc2)CC1	-5	28%	9%	0
O=C(CSc1nnnn1-c1ccccc1)Nc1ncc(Cc2ccccc2Cl)s1	u	x	-3%	-9
CCC1(C)Cc2c(sc3nnn(CC(=O)Nc4ccc(Cl)cc4)c(=O)c23)CO1 (stereo unspecified)	-19	-8%	-12%	-4
N#Cc1cccc(NC(=O)CSc2ccccc2)c1	-15	-2%	-12%	3
Cc1nc2ccc(NC(=O)CCS(=O)(=O)c3ccc(Cl)cc3)cc2s1	-15	x	-7%	x
S=C(NCCc1ccccc1)N/N=C/c1ccccc1Cl	55	x	u	4
CCCCc1oc2c(c(=O)c1C)C(=O)CC(c1ccccc1)C2 (stereo unspecified)	0	-11%	-8%	6
Cc1ccc(S(=O)(=O)N[C@H](C(=O)Oc2ccc3c(C(F)(F)F)cc(=O)oc3c2)c2ccccc2)cc1	-10	u	-7%	-22
O=C1CC(c2ccccc2)n2nc(NC(=O)c3ccccc3)nc2N1 (stereo unspecified)	13	-9%	-2%	-6
CCNC(=O)c1sc(-c2ccccc2)nc1C	7	-7%	2%	-6
CC(C)(C)N1C(=O)c2ccc(C(=O)Nc3ccc(-c4nc5ccccc5[nH]4)cc3)cc2C1=O	15	x	2%	1
CCCCn1c(SCC(=O)c2ccc(OC)cc2OC)nc2cc(S(N)(=O)=O)ccc21	u	-18%	-9%	-13
CCOc1ccc(C(=O)NC(=S)NC2CCCC2)cc1[N+](=O)[O-]	u	x	28µM*	x
O=C(Cn1ncc2c(=O)oc3ccccc3c21)NCCc1ccsc1	u	-5%	0%	18
Cc1c(C(=O)N/N=C/c2ccc(O)c(Br)c2)sc(N)c1C#N	-15	x	-4%	x
O=C(CN1CCN(c2ccc(F)cc2)CC1)N1CCC(Cc2ccccc2)CC1	-25	-4%	-2%	-4
O=C(Oc1ccc2c(c1)C(=O)c1ccccc1CO2)c1ccccc1	u	0%	2%	-2
Cc1ccc(NC2c3ccccc3C(=O)N2CCN2CCOCC2)cc1 (stereo unspecified)	u	11%	-5%	6
OCC1O[C@@H](OC2C(O)C(CO)O[C@@]2(CO)O[C@@H]2OC(CO)C(O)C(O)C2O)C(O)C(O)C1O (stereo partly specified)	x	-1%	-4%	x
Cc1noc(C)c1S(=O)(=O)N(CC(=O)N1CCCC1)c1ccc(C(C)C)cc1	9	9%	-4%	9
Cc1cc(NC(=O)COC(=O)COc2ccc(C(=O)c3ccccc3)cc2)no1	-28	2%	2%	-3
CCOc1ccc(S(=O)(=O)Nc2ccccc2C(=O)NCC2CCCO2)cc1 (stereo unspecified)	-9	3%	-3%	-3
CC(=O)c1oc2ccccc2c1NC(=O)COC(=O)c1ccc(-n2nc(C)cc2C)cc1	8	-10%	-3%	3
c1cc(CNc2ccc3c(c2)OCO3)ccn1	3	-25%	-14%	1
COc1cc(OC)c(NC(=O)CC(C)=O)cc1Cl	u	x	4%	x
CC(=O)c1c(C)[nH]c(C(=O)OCC(=O)Nc2cc(C(F)(F)F)ccc2N2CCOCC2)c1C	13	-6%	-1%	-1
COc1cc(-c2nnc(-c3cccs3)o2)cc(OC)c1OC	u	7%	9%	-15
COc1ccccc1N(CC(=O)Nc1ccc2c(c1)OCCO2)S(C)(=O)=O	17	2%	2%	u
C/C(=N\NC(=O)c1ccccc1)c1ccc(N2CCOCC2)cc1	-15	-1%	1%	3
Cc1cc(C(F)(F)F)c(C#N)c(SCC(=O)Nc2nc3cc(Br)ccc3s2)n1	-22	x	-12%	x
CCN1CCN(C(=O)Nc2cccc(C(F)(F)F)c2)CC1	-123*	8%	1%	13
COc1ccc(C(NC(=O)C(C)(C)C)NC(=O)C(C)(C)C)cc1	u	x	-2%	-11[1.84 µM]
COc1ccc(OC)c(NC(=O)c2cccnc2Sc2ccccc2)c1	50	x	-3%	x
CCCCC(c1nnnn1CS(=O)(=O)c1ccc(C)cc1)N1CCN(c2ccccc2)CC1 (stereo unspecified)	-27	4%	-1%	0
O=C(c1nc2n(n1)C(c1ccc(Cl)cc1)C=C(c1ccccc1)N2)N1CCOCC1 (stereo unspecified)	-25	-15%	-7%	-23
CC(=O)NCCNc1ncncc1-c1ccccc1C(F)(F)F	x	-4%	-4%	x
COc1ccc(C(=O)N2CCN(c3cccc(Cl)c3)CC2)cc1	41	x	4%	8
O=C(c1cnccn1)N1CCC2(CC1)CCN(c1ccncc1)CC2	x	13%	4%	x
